Screening results from PubChem.
pPAFAH FP inh: inhibitors of human plasma PAF acetylhydrolase (pPAFAH) | actives 1.5% (n = 330,000) | inhibition, % at 3.39 µM | AID 463082 | Q13093 | recombinant pPAFAH, FP-rhodamine probe fluorescence polarization;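 active = inhibition above the mean inhibition across the screen plus 3 SD, cut at about 25% in these data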;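 also: inhibitors block binding of the rhodamine activity-based probe so polarization drops; 0% = enzyme with DMSO and 100% = wells lacking pPAFAH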
PAD4 inh: blocks human protein arginine deiminase 4. recombinant PAD4, RCA probe fluorescence polarization. actives 0.41% (n = 330,000). AID 485272. inhibition, % at 6.36 µM. Q9UM07;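 active = percent inhibition above a cutoff equal to the mean of all tested compounds plus 3 SD, cut at about 15% in these data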;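 also: 0% = PAD4 with RCA probe and DMSO and 100% = probe without PAD4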
PAFAH1B3 FP inh: PAFAH1B3 (human) inhibition; Q15102; recombinant PAFAH1B3, FP-rhodamine probe, fluorescence polarization; inhibition, % at 3.39 µM; actives 0.28% (n = 340,000); AID 492972;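 active = inhibition above the screen-wide average of all tested compounds plus 3 SD, cut at about 25% in these data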;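 also: 0% = enzyme with DMSO only and 100% = wells lacking PAFAH1B3 protein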
Target sequence (Q15102 whole entry, looked up): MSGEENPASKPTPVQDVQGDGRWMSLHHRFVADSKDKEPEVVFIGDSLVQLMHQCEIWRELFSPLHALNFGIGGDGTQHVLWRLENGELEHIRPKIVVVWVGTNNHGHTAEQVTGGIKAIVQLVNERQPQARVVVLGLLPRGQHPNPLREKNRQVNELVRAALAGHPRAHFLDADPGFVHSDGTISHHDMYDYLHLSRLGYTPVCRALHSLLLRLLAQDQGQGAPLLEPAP
PAFAH2 inh: PAFAH2 (human) inhibition; Q99487; AID 492956; inhibition, % at 3.39 µM; actives 0.99% (n = 340,000); recombinant PAFAH2, FP-rhodamine activity probe, fluorescence polarization;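 active = inhibition above the mean over all tested compounds plus 3 SD, cut at about 30% in these data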;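 also: inhibitors block probe labeling of enzyme so polarization drops; 0% = enzyme with DMSO and 100% = wells lacking PAFAH2 protein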
PAFAH1B2 FP inh: PAFAH1B2 (human) inhibition. P68402. recombinant PAFAH1B2, FP-rhodamine activity probe, fluorescence polarization. inhibition, % at 3.39 µM. actives 1.2% (n = 340,000). AID 492953;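 active = inhibition above the mean of all tested compounds plus 3 SD, cut at about 24% in these data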;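 also: 0% = enzyme with DMSO and 100% = wells lacking PAFAH1B2; many of its hits are not listed in these tables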
LYPLA1 counter: counter-screen for PME1 inhibitors: inhibitors of human LYPLA1. recombinant LYPLA1, FP-Rh probe fluorescence polarization. actives 0.16% (n = 320,000). inhibition, % at 5.9 µM;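 active = inhibition above the mean of all tested compounds plus 3 SD, set per campaign, cut at about 14% in these data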;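 also: inhibitors block serine hydrolase probe labeling of LYPLA1 so polarization falls; 0% = enzyme with DMSO and 100% = wells lacking LYPLA1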
Target sequence (O75608 whole entry, looked up): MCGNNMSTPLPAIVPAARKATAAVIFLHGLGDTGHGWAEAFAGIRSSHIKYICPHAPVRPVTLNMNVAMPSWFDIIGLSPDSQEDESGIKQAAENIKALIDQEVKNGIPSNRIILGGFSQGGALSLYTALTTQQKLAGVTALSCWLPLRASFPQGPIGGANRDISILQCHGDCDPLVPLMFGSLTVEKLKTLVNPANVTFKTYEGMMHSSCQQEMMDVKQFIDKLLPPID
PME-1 inh: blocks human protein phosphatase methylesterase 1 | Q9Y570 | recombinant PME-1, FP-Rh probe fluorescence polarization | inhibition, % at 5.9 µM | actives 0.53% (n = 320,000) | AID 2130;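 active = inhibition above the campaign mean of all compounds plus 3 SD, cut at about 26% in these data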;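 also: competitive labeling of PME-1 active site by serine hydrolase directed probe; 0% = PME-1 with DMSO and 100% = wells lacking PME-1 enzyme; inhibitors block probe labeling so polarization falls and inhibition rises; many of its hits are not listed in these tables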
Target sequence (Q9Y570 whole entry, looked up): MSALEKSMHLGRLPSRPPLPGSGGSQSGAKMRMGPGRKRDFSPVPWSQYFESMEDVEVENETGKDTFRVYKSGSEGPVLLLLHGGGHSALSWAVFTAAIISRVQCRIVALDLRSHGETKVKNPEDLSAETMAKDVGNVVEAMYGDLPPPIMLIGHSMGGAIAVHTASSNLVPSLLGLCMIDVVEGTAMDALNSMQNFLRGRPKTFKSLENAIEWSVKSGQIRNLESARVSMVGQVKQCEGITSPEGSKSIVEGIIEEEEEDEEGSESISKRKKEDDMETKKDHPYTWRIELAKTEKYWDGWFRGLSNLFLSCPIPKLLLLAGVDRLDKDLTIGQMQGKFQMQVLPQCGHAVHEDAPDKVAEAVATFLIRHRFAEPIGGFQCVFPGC
GSTO1 counter: GSTO1 inhibition, counter-screen for RBBP9 inhibitors | recombinant GSTO1, activity-based probe fluorescence polarization | inhibition, % at 5.96 µM | actives 1.1% (n = 300,000) | AID 1974;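 active = inhibition above the campaign mean inhibition plus 3 SD, cut at about 35% in these data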;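 also: 0% = GSTO1-1 with DMSO and 100% = wells lacking GSTO1-1 enzyme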
Fam108B inh: counter-screen for RBBP9 inhibitors: inhibitors of mouse Fam108B | AID 1947 | inhibition, % at 9.51 µM | recombinant Fam108B, FP-Rh probe fluorescence polarization | actives 0.33% (n = 300,000);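 active = inhibition above the screen mean inhibition plus 3 SD, computed separately per campaign, cut at about 18% in these data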;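 also: inhibitors lower polarization as less probe binds the enzyme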
* hit, by the source's call; / = not tested or not shown. A portion of the library; rates above refer to the full screens.

cpd	molecule	pPAFAH FP inh	PAD4 inh	PAFAH1B3 FP inh	PAFAH2 inh	PAFAH1B2 FP inh	LYPLA1 counter	PME-1 inh	GSTO1 counter	Fam108B inh
1	CCCC(C(=O)NCc1ccc(OC)cc1)N(Cc1ccco1)C(=O)c1snc(C(N)=O)c1N (centres undefined)	5	4	7	-1	7	-3	3	-2	-3
2	COc1ccc2oc3cc(C)[n+]([O-])c(-c4ccc(C)cc4)c3c2c1	6	-5	5	2	-2	5	5	0	5
3	Cc1cc(Cl)c2oc(C(=O)N(C)CCc3cnn(C)c3)c(C)c2c1	4	5	14	0	4	5	3	-4	-2
4	COc1cccc(C2C(C#N)=C(N)Oc3cc(N)ccc32)c1OC (centres undefined)	24	-5	-1	1	5	-6	6	-1	-1
5	Cc1ccc(OCCCC(=O)Nc2nncs2)cc1	0	-5	-6	4	1	-2	1	-2	-1
6	Nc1nn2cc(-c3ccc(Br)cc3)nc2c2ccccc12	-5	-1	-7	-2	2	-8	-1	-27	27*
7	Cc1ccc(NC(NC(=O)c2ccccn2)C(Cl)(Cl)Cl)cc1 (centres undefined)	4	2	6	9	0	-1	3	0	-1
8	Cn1cc(CCC(=O)N2CCCC(CCC(=O)NCc3ccccc3F)C2)cn1 (centres undefined)	6	6	9	-2	1	-2	-10	0	1
9	CCOc1nc(-c2ccc(Cl)cc2Cl)ccc1C#N	5	3	6	-7	5	1	-6	0	4
10	CCN1N=C(c2ccccc2)Cn2c1nc1ccccc12	8	-1	1	-1	-1	1	5	-8	-2
11	O=CN1c2ccccc2CSc2ccccc21	3	-4	/	/	/	-1	0	-4	1
12	CCN(CC)Cc1cc(C(C)=O)ccc1OCC(C)C	0	-4	-5	7	-1	-3	2	-10	1
13	Cc1ccc(-c2nnc(Nc3ccc4c(c3)nc(C)n4C)c3ccccc23)cc1	14	0	8	18	3	5	7	6	7
14	Cc1cc(=O)oc2cc(OCC(=O)NC3CCN(Cc4ccccc4)CC3)ccc12	7	-2	-2	8	0	-14	-3	0	2
15	CC1(C)CC2CC(C)(CN2C(=O)COC(=O)c2ccc(Cl)c(N)c2)C1 (centres undefined)	7	0	1	12	8	-3	3	-2	9
16	CNC(=O)c1ccc(=O)n(Cc2cccc(C(F)(F)F)c2)c1	0	-4	2	0	5	3	1	5	0
17	CCc1ccc(NC(=O)C2CCN(S(C)(=O)=O)CC2)cc1	-4	-4	6	-8	5	0	2	1	-3
18	FC(F)(F)c1cccc(NC(=S)NNC(=S)Nc2ccc(Cl)cc2)c1	6	3	/	/	/	-19	2	-9	6
19	O=C(COc1ccc(-c2ccccc2)cc1)N1CCCC1	2	-6	11	-4	7	3	-5	8	3
20	N#C/C(=C\c1cccc(OCC(=O)O)c1)c1nc2ccccc2[nH]1	1	-4	12	-4	0	-3	-2	-3	1
21	CCOc1c(OC)cccc1C1CC(=O)Nc2cc(OC)c(OC)cc21 (centres undefined)	0	5	12	6	1	1	10	2	-1
22	Cn1c(=O)cc(C(=O)N/N=C/c2ccc(F)cc2)[nH]c1=O	6	1	1	14	4	1	-2	7	1
23	O=C(CN1CCOc2ccccc21)NC1CC1	1	0	8	1	0	-1	4	0	1
24	Cc1sc2ncnc(N3CCC(C(=O)NNC(=O)COc4ccccc4F)CC3)c2c1C	-4	-5	0	-1	-1	-3	-6	-11	0

Part of the list above in order of molar mass, ascending:
cpd	molecule	pPAFAH FP inh	PAD4 inh	PAFAH1B3 FP inh	PAFAH2 inh	PAFAH1B2 FP inh	LYPLA1 counter	PME-1 inh	GSTO1 counter	Fam108B inh
17	CCc1ccc(NC(=O)C2CCN(S(C)(=O)=O)CC2)cc1	-4	-4	6	-8	5	0	2	1	-3
20	N#C/C(=C\c1cccc(OCC(=O)O)c1)c1nc2ccccc2[nH]1	1	-4	12	-4	0	-3	-2	-3	1
18	FC(F)(F)c1cccc(NC(=S)NNC(=S)Nc2ccc(Cl)cc2)c1	6	3	/	/	/	-19	2	-9	6

(further entries)
cpd	molecule	pPAFAH FP inh	PAD4 inh	PAFAH1B3 FP inh	PAFAH2 inh	PAFAH1B2 FP inh	LYPLA1 counter	PME-1 inh	GSTO1 counter	Fam108B inh
25	CC(=O)Nc1ccc(S(=O)(=O)Nc2cc3c(cc2C(C)=O)OCO3)cc1	0	-1	12	-12	4	-1	2	-2	2
26	COCc1cc(=O)[nH]c2cc(NC(=O)C(F)(F)F)c(C)cc12	0	3	2	6	2	-5	1	-4	-1
27	CCN(CC)C(=O)C1CCN(S(=O)(=O)c2ccc(C3CNC(=O)C3)cc2)CC1 (centres undefined)	-1	2	5	7	4	-1	-1	1	-4
28	Cc1cccc2c(CC(=O)O)noc12	-3	-4	3	-4	2	4	4	6	0
29	Clc1ccccc1-c1ccc(/C=N/Nc2nncc(-c3ccccc3)n2)o1	3	-3	-2	3	7	0	-10	1	1
30	O=C(CNC(=O)c1ccc(OC(F)F)cc1)NCC1(N2CCOCC2)CCCCC1	-4	-3	-2	0	0	-4	-7	/	/
31	COCCSc1ccccc1C(=O)Nc1cccnc1	3	7	4	-7	1	-4	-1	6	2
32	COc1cccc(-c2nnc(SCC(=O)N3CCOCC3)o2)c1	2	4	9	-6	4	0	-4	9	-1

Compound profiles, from the list above. Order of screens: pPAFAH FP inh | PAD4 inh | PAFAH1B3 FP inh | PAFAH2 inh | PAFAH1B2 FP inh | LYPLA1 counter | PME-1 inh | GSTO1 counter | Fam108B inh
Profile of `COc1cccc(-c2nnc(SCC(=O)N3CCOCC3)o2)c1` = 2 | 4 | 9 | -6 | 4 | 0 | -4 | 9 | -1
Profile of `COc1ccc2oc3cc(C)[n+]([O-])c(-c4ccc(C)cc4)c3c2c1` = 6 | -5 | 5 | 2 | -2 | 5 | 5 | 0 | 5
Profile of `O=CN1c2ccccc2CSc2ccccc21` = 3 | -4 | / | / | / | -1 | 0 | -4 | 1
Profile of `Cc1cc(Cl)c2oc(C(=O)N(C)CCc3cnn(C)c3)c(C)c2c1` = 4 | 5 | 14 | 0 | 4 | 5 | 3 | -4 | -2
Profile of `N#C/C(=C\c1cccc(OCC(=O)O)c1)c1nc2ccccc2[nH]1` = 1 | -4 | 12 | -4 | 0 | -3 | -2 | -3 | 1

Next entries:
cpd	molecule	pPAFAH FP inh	PAD4 inh	PAFAH1B3 FP inh	PAFAH2 inh	PAFAH1B2 FP inh	LYPLA1 counter	PME-1 inh	GSTO1 counter	Fam108B inh
33	O=C(CCCCCn1c(=S)[nH]c2ccc(N3CCOCC3)cc2c1=O)NCc1ccc(Cl)cc1	11	1	8	-2	3	-4	-2	6	-2
34	COc1cccc(OCCn2cc(/C=N/NC(=O)c3ccncc3)c3ccccc32)c1	13	5	9	9	8	3	25	-10	25*
35	CC(Oc1ccc(Cl)cc1Cl)C(=O)NC1CCSC1=O (centres undefined)	1	-2	9	9	3	2	5	-2	-2
36	Nc1cccc(C(=O)OCC(=O)NC2CCCc3ccccc32)c1 (centres undefined)	11	1	4	53*	-3	-4	6	1	2
37	CCOC(=O)c1sc(N)c(C(N)=O)c1C	3	-1	/	/	/	3	2	7	4
38	Cc1ccc(S(=O)(=O)N(C)C)cc1NC(=O)COC(=O)CC1CCCC1	11	-8	4	32*	3	0	8	-2	-4
39	CN(CC(=O)Nc1cccnc1)S(=O)(=O)c1ccc(Br)cc1	-5	-1	0	0	8	-1	6	-5	2
40	Cc1cccc(OC(C)C(=O)OCC(=O)N2CCN(c3ccccc3)CC2)c1 (centres undefined)	-2	-1	5	3	3	/	/	/	/
41	CCOC(=O)c1c(C)nc2c(c1-c1ccccc1)C(=O)CCC2	2	-1	6	-4	-4	-2	-1	4	1
42	COc1ccc(CCC(=O)NNC(=O)Nc2ccc(C(C)=O)cc2)cc1	3	2	4	2	0	1	-3	2	0
43	CC(/C=C/c1ccco1)=N\NC(=O)COc1ccc(C)c(C)c1	9	1	3	3	2	-3	-4	22	-5
44	CN(CC(=O)Nc1ccccc1C(=O)NC1CC1)Cc1ccc(Cl)cc1	2	-2	6	-2	3	-1	3	/	/
45	O=C(CCl)NCc1cc(-c2ccc(Cl)cc2)no1	-1	0	-1	-6	8	2	0	89*	1
46	COc1ccc(Cl)cc1NC(=O)NCCN1CCCCC1	4	1	-3	-7	-2	2	-4	0	0
47	CCCCNC(=S)N1CCn2cccc2C1c1ccccc1 (centres undefined)	-1	-3	7	-1	4	2	2	-1	-2
48	O=C(N/N=C/c1sc2ccccc2c1O)c1cccc2ccccc12	15	-28	15	9	6	-2	10	42*	3
49	Cc1ccc(C)c(N2CCN(C(=O)CCc3nc(-c4ccc(Cl)cc4)no3)CC2)c1	4	5	4	-6	3	/	/	/	/
50	CCc1c(C)nc(SCc2ccccn2)[nH]c1=O	3	-6	9	2	-4	-2	-3	4	2
51	N#C/C(=N\O)c1nc2ccccc2s1	-1	-4	10	5	9	-1	3	-7	-4
52	Cc1ccc2cc(CN(Cc3ccco3)C(=S)NCC3CCCO3)c(=O)[nH]c2c1 (centres undefined)	-2	-4	-1	8	9	-3	-3	0	-2
53	Cn1cc([N+](=O)[O-])c(C(=O)Nc2cnn(Cc3ccc(F)cc3)c2)n1	3	-5	-1	2	-4	-5	-4	0	4
54	CC(C(=O)c1ccc(-c2ccccc2)cc1)[n+]1ccccc1 (centres undefined)	-2	0	-6	-2	4	-1	5	2	1
55	COC(=O)c1ccc(/C=N/n2cnnc2)cc1	0	5	10	0	1	0	1	11	1
56	COc1ccccc1CN1CC(C(=O)N(C)CCCn2nc(C)cc2C)CCC1=O (centres undefined)	1	1	1	-5	-2	2	11	2	0
57	COc1ccc(OCc2cc(C(=O)N3C[C@H]4CC[C@H]3C4)no2)c(Cl)c1	2	-7	11	6	5	3	1	0	-1
58	COc1ccc(NC(=O)c2cn(CCC#N)nc2-c2cc3ccccc3o2)cc1	3	-1	-6	10	3	-3	-2	5	0
59	Cc1cc(=O)oc2cc(OCC(=O)c3ccc4c(c3)NC(=O)CO4)ccc12	1	-5	-13	-7	-10	-2	-6	5	-16
60	COc1cc(Cl)cc(NC(=O)CCN2CCN(C)CC2)c1	4	0	-1	4	2	-2	-14	-8	2
61	CC(C)CN1C(=S)SC(C)(C)C1n1oc(=O)n(-c2ccccc2)c1=O (centres undefined)	-1	-1	1	-3	10	-8	5	-1	3
62	O=C(COC(=O)/C=C/c1cccc(Cl)c1)NC1CC1	2	-3	1	31*	1	2	2	/	/
63	CSc1ccc(Cl)c(C(=O)NCc2ccco2)c1	12	-1	-1	0	0	0	-1	-6	2
64	Cc1ccc(CNC(=O)C(=O)NCC2CCCO2)cc1 (centres undefined)	1	3	5	-11	-1	-1	-4	4	-2
